# RGS4 inh – blocks human RGS4-accelerated GTP hydrolysis | P49798 | Transcreener GDP fluorescence polarization, RGS4-accelerated GTP hydrolysis | Potency, µM (series often up to 114 µM), inactives show at the highest dose activity change, negative = inhibition, most hits filed as inhibitors | actives 0.039% (n = 390,000) | AID 504845; also: potency is read from the fitted curve at half-maximal effect; % is scaled to controls: 0 for no effect and ±100 for the full control effect; nearly all actives have a fitted effect of over 75% in size; some results filed as inactive show a strong effect at the top dose
# Target sequence (P49798 whole entry, looked up): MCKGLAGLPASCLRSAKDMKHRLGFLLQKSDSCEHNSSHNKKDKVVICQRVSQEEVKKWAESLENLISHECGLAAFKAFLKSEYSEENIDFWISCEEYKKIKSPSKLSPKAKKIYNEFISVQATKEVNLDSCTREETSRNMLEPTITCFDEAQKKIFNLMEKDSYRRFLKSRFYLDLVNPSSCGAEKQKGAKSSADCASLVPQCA
#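 MLSMR compounds (23 nl, pin-transferred) preincubated 10 min at room temperature with a 500nM (2x) first reagent, then RGS4 at 900nM (2x) plus Transcreener GDP mix added; fluorescence polarization (620/688 nm) read before and after 90 min at 30 °C.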
# BAZ2B inh – BAZ2B (human) inhibition. AlphaScreen BAZ2B-H3K14Ac peptide displacement. actives 4.4% (n = 360,000). Potency, µM (series often up to 114 µM), for inactives: at the top dose activity change, negative = inhibition, hits mostly inhibitors. Q9UIF8. AID 504333; also: potency is read from the fitted curve at half-maximal effect; % is scaled to controls: 0 for no effect and ±100 for the full control effect; nearly all actives have a fitted effect of over 60% in size
#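 BAZ2B 50 nM plus b-H3(5-23)K14Ac 50 nM, PBS pH 7.4/0.01% Tween-20, 30 min RT; compound added (max 110 uM), 30 min RT; streptavidin donor/Ni-chelate acceptor beads 10 ug/mL final, 20 min dark; AlphaScreen read.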
# G9a inh – inhibitors of human histone lysine methyltransferase G9a; G9a H3K9 monomethylation, AlphaScreen, 2 h; Q96KQ7; actives 8.8% (n = 350,000); Potency, µM (top dose mostly 102 µM), for the others: at the top dose activity, negative = inhibition, usual class: inhibitors; also: potency is read from the fitted curve at half-maximal effect; % is scaled to controls: 0 for no effect and ±100 for the full control effect; nearly all actives have a fitted effect of over 75% in size
# Target sequence (Q96KQ7 913-1193 limits assumed): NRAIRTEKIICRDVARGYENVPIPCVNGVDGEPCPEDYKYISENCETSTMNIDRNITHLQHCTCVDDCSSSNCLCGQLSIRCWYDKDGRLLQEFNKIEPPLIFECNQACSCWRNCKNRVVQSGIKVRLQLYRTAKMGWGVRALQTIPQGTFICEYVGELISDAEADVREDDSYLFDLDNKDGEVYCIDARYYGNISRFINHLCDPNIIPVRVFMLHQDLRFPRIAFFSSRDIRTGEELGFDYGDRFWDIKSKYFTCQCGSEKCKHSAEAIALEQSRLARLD
#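 G9a (20 nM) was preincubated 15 min with compound, then reacted 2 h at room temperature with 500 nM biotin-H3K9 peptide and 20 µM SAM. Monomethyl-H3K9 detected by AlphaScreen using anti-H3K9me1 antibody.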
# PI4K2A block – inhibitors of human PI4K2A; activity change, negative = inhibition, % at 76.9 µM; Q9BTU6; actives 0.13% (n = 420,000); purified PI4K2A, ADP-Glo luminescence, 1 h; active compounds read low; in the data active = activity change below about -50%; inconclusive = mostly about -30% to -49%;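 also: -100% = wells without enzyme as full effect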
#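 PI4K2A activity was measured by ADP-Glo luminescence: enzyme (4 ug/mL stock) and phosphatidylinositol (1.2 mM stock) in Tris pH 7.5/MgCl2/EGTA/Triton X-100 buffer were reacted with ATP (300 microM stock) for one hour at ambient temperature.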
# JMJD2A Tudor – blocks the human JMJD2A Tudor domain; AlphaScreen JMJD2A-Tudor / H3K4me3 peptide binding; Potency, µM (titrated, usually from 114 µM), for inactives: at the top dose activity change, negative = inhibition, most hits filed as inhibitors; actives 4.4% (n = 390,000); AID 504339; also: potency is read from the fitted curve at half-maximal effect; % is scaled to controls: 0 for no effect and ±100 for the full control effect; nearly all actives have a fitted effect of over 50% in size
# HP1b chromo inh – inhibitors of HP1-beta chromodomain binding to methylated histone tails; P83916; AlphaScreen HP1-beta / biotin-H3K9me3 peptide binding; Potency, µM (highest dose often 114 µM), for inactives: at the top dose activity change, negative = inhibition, hits mostly inhibitors; actives 0.56% (n = 390,000); AID 540317; also: potency is read from the fitted curve at half-maximal effect; nearly all actives have a fitted effect of over 70% in size; inactives centre near 23
#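 HP1-beta protein (50 nM final) preincubated 30 min at room temperature with biotinylated H3(1-18)K9me3 peptide (50 nM) in PBS pH 7.4, 0.01% Tween-20, then compound added for 30 min. AlphaScreen streptavidin donor/nickel chelate acceptor beads (10 ug/mL final), 30 min dark, luminescence read.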
# GLS inh – glutaminase GLS (human) inhibition; GLS enzymatic activity, qHTS titration; O94925; Potency, µM (doses to about 45.5 µM), inactives show at the top dose activity change, negative = inhibition, most hits filed as inhibitors; actives 0.21% (n = 410,000); also: potency is read from the fitted curve at half-maximal effect; % is scaled to controls: 0 for no effect and ±100 for the full control effect
#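 Compounds were pin-transferred onto hKGA, after which L-glutamine (1 mM solution) and a detection mix of glutamate oxidase, HRP and Amplex Red were added. Initial and 30 min RT fluorescence reads were collected.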
# ERG Ets-DNA blk – inhibitors of human ERG Ets domain-DNA interaction; Potency, µM (top dose mostly 76.9 µM), without a hit: at the top dose FP activity, negative = inhibition, most hits filed as inhibitors; P11308; fluorescence polarization, His-ERG Ets domain / labelled DNA; actives 0.028% (n = 370,000); active = well fitted inhibition curve with a large enough effect in the polarisation, with a control signal flat; inconclusive = small, poorly fitted or top-dose-only effect, or effect the other way, or a change in a side signal; inactive = no such curve, though single readings can be large or run the other way; the % refers to the polarisation;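 also: polarization taken with two DNA probes labelled with fluorescein and Texas red; potency is read from the fitted curve at half-maximal effect; % of control where 0% means no effect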
# Target sequence (P11308 whole entry, looked up, the tested form may be a part): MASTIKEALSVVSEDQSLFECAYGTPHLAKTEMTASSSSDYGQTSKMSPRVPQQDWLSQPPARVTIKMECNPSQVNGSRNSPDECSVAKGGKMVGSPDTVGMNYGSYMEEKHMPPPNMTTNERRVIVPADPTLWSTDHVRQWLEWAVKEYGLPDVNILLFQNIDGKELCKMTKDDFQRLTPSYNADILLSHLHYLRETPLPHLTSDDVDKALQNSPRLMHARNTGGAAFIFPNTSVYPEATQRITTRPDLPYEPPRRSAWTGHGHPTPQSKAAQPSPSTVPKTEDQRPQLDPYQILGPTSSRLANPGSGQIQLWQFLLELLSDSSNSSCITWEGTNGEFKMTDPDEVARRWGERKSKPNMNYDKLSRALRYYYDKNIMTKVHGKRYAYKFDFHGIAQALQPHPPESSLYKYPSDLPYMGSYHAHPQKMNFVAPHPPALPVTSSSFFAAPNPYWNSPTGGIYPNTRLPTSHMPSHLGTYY
#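 His-tagged ERG Ets domain (1 uM in the protein solution; 300mM KCl, 50mM Tris-HCl, 1mM EDTA, 1mM DTT, pH 7.5) received compound, then a probe mix of 5 nM fluorescein-DNA and 100nM Texas-615-DNA. Fluorescence polarization was read for both dyes.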
# ALOX12 inh – blocks human arachidonate 12S-lipoxygenase; actives 1.1% (n = 580,000); Potency, µM (series often up to 108 µM), inactives show at the top dose activity change, negative = inhibition, most hits filed as inhibitors; P18054; purified 12hLO, xylenol orange hydroperoxide absorbance; AID 1671190; also: potency is read from the fitted curve at half-maximal effect; % is scaled to controls: 0 for no effect and ±100 for the full control effect
#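 Hydroperoxide product was detected by ferrous iron/xylenol orange as the 573 to 405 nm absorbance ratio. Arachidonic acid at 40 uM (final) was turned over for 30 min at room temperature by 150 nM human 12hLO, pH 7.0 Hepes buffer, after 15 min compound preincubation.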
# * hit, by the source's call; ? = inconclusive; · = no result given; & = joins results of further samples; [ ] = another dose, or the depositor's remark. Unless noted, calls follow the shape of the dose curve; as a rule, active = well fitted curve in the direction sought with a large enough effect; inconclusive = small, poorly fitted or top-dose-only effect, or another doubt; inactive = no such curve, though single readings can be large; an effect the other way counts as inactive or inconclusive.
SMILES,RGS4 inh,BAZ2B inh,G9a inh,PI4K2A block,JMJD2A Tudor,HP1b chromo inh,GLS inh,ERG Ets-DNA blk,ALOX12 inh
Cc1ccc(NC(=O)c2cc(S(=O)(=O)N3CCCCC3)c[nH]2)cc1F,-1%&-10%,-4%&-15%,-5%,5&5,-14%&10%,41%&36%[activator],3%&4%,-18%&4%,-14%&0%
CC(C)n1c(SCC(=O)N2CCCC2)nc2c1c(=O)n(C)c(=O)n2C,17%,-7%,-4%,0,-9%,11%,1%,4%,25%
COc1ccccc1Oc1ccc(N2CC(C(=O)OCC(=O)c3ccc(F)cc3)CC2=O)cc1 (stereo unspecified),-6%,-10%,·,-2,-15%,30%,-17%,-9%,0%
N/C(=N\OC(=O)c1csnn1)c1ccc(C(F)(F)F)cc1,-16%,-1%,18µM*,1,-5%,-20%,18%,-1%,?
CCCCCCCCCOC(=O)C(CC(=O)O)N1CCOCC1 (stereo unspecified),24%,-33%,?,1,-11%,23%,9%,2%,?
COc1ccc(C(=O)Nc2ccccc2-c2nnn(CC(=O)Nc3ccc4c(c3)OCCO4)n2)cc1,-3%,11%,7%[59 µM],3,-23%,13%,7%,2%,-9%
Cc1nc2ccc(S(=O)(=O)NCC(=O)N3CCOCC3)cc2s1,-5%,-7%,6%,1,-12%,23%,3%,8%,21%
COc1ccc(S(=O)(=O)N2CCc3ccccc32)cc1C(=O)NCCc1ccccn1,1%,19%,?,0,-21%,30%,4%,-4%,-1%
CNCCOc1nc(N2CCOCC2)nc(C)c1[N+](=O)[O-],6%,6%,18%[59 µM],1,-14%,31%,-2%,2%,0%
CC1CCCCC12NC(=O)N(Cn1nnc3ccccc3c1=O)C2=O (stereo unspecified),-5%,22%,9%,-5,-9%,20%,-9%,0%,19%
CCCC/C(O)=N\S(=O)(=O)c1ccc(N=NN(C)C)cc1,-2%,9%,7%[59 µM],-1,-7%,15%,6%,-4%,0%
C[C@@H](NC(=O)c1[nH]cnc1C(=O)Nc1ccc(Cl)cc1)c1ccccc1,24%,10%,-4%[0.501 µM],-9,-19%,50%[activator],6%,16%,?
CCc1ccc(C(c2ccccc2)c2c(C)[nH]c3ccccc23)s1 (stereo unspecified),16%,-16%,-28%[59 µM],-14,-19%,22%,3%,-5%,-12%
CC(C)CC(=O)Nc1cc([N+](=O)[O-])ccc1Cl,14%,-2%,18%[59 µM],-7,1%,-7%,-1%,11%,26%
COC(C/C=C\[C@@H](O)[C@H](C)OCc1ccccc1)OC,7%,·,·,0,-12%,33%,-1%,-8%,-1%
CCC(CC)NC(=O)COC(=O)c1cc(SC)ccc1Cl,-27%,3%,13%,-4,-8%,39%,0%,13µM*,-7%
Nc1nnc2c(n1)[nH]c1ccccc12,-18%,-19%,20%[59 µM],-2,-10%,49%[activator],-2%,-1%,?
CCOC(=O)C1=C(CC)Nc2ccccc2N/C1=N\S(=O)(=O)c1ccc(C(=O)OCC)cc1,-1%,·,1%,-3,-10%,40%[activator],25%,-14%,0%
Cc1ccc2cc(C(c3nnnn3C3CCCC3)N(Cc3ccccc3)Cc3ccco3)c(=O)[nH]c2c1 (stereo unspecified),-11%,?,?,1,-18%,-2%,5%,·,-15%
O=C1N/C(=N/NC(=O)c2cccc3ccccc23)S/C1=C\c1ccccc1OCc1ccccc1,1%,1%[57.1 µM],3%[12.7 µM],3,-24%,36%,26%,-9%,-2%
CN(C)S(=O)(=O)c1ccc(NC(=O)CSc2nnc(-c3ccco3)n2N)cc1,21%,·,·,-8,-9%,8%[57 µM],0%,4%,-23%
COc1cc(C(C)=O)ccc1Oc1ncccn1,9%,-5%,3%,0,5%,29%,4%,9%,8%
CCCC(=O)Nc1ccc2c(c1)COC2=O,-9%,-15%,-3%,0,-22%,?,1%,3%,?
CN(Cc1cccs1)C(=O)COC(=O)CNC(N)=O,-5%,-5%,9%,3,8%,52%[activator],-2%,1%,-9%
O=C(NCc1ccc(F)cc1)c1cc2c(cc1Cl)N1CCCCCC1=NS2(=O)=O,21%,8%,-15%[59 µM],3,-7%,42%[activator],5%,-13%,-18%
CCOC(=O)c1cn2nc(N3CCCC3)ccc2n1,2%,-5%,4%[59 µM],-2,-22%,40%[activator],-1%,-6%,124%[activator]
Nn1c(SCc2cccc(Oc3ccccc3)c2)nnc1C(F)(F)F,-4%,-5%,11%,1,-9%,50%[activator],0%,-3%,0%
O=C(c1ccc(-n2cnnn2)cc1)N(C1CCCCC1)C1CCCCC1,-10%,-17%,3%,5,1%,27%,21%,-2%,2%
O=C(c1ccccc1F)N1CCN(c2ccccc2)CC1,19%,-6%,-7%[59 µM],-4,-21%,8%,9%,-6%,-12%
CCOc1ccc(C(=O)NCC2CCCO2)cc1 (stereo unspecified),16%,-3%,-8%,-4,-3%,1%,-11%,6%,0%
CCc1nc(Nc2ccc(NC(C)=O)cc2)c2oc3ccccc3c2n1,36%,-37%,50µM*,-1,-14%,36%[activator],3%,-8%,?
COc1cc([C@@H]2CC=C(C(=O)O)[C@H](c3ccc(F)cc3)N2S(=O)(=O)c2ccc(C)cc2)cc(OC)c1OC,-21%,-23%,2%[2.33 µM],-3,-11%,53%[activator],1%,6%,?
Cc1cc(NC(=O)CSc2nc(C(C)C)nc3ccccc23)no1,14%[56.9 µM],3%,-39%[12.7 µM],-14,-7%[57.1 µM],43%[activator],-6%,1%,0%
CCc1ccc(C(=O)NNc2ccc(C)c(Cl)c2)cc1,-25%,-22%,7.9µM*,3,-30%,-10%,-33%,-1%,16µM*
CCOC(=O)N1CCN(Cc2nc3cc(NC(=O)c4ccccc4Cl)ccc3n2C(C)C)CC1,-12%,-11%,-1%[59 µM],-5,-10%,43%[activator],7%,5%,-12%
Cc1ccc(C(c2nnnn2Cc2cccs2)N2CCN(Cc3ccc4c(c3)OCO4)CC2)cc1 (stereo unspecified),5%[11.4 µM],?,?,-5,4%[11.4 µM],14%,-2%,-8%,-1%
Cc1cccc(NC(=O)c2ccc(-c3ccccc3[N+](=O)[O-])o2)c1,-1%,?,-4%[0.501 µM],1,?,-6%,6%,0%,13%
CCC(C)(C)C1CCC2(CC1)NC(=O)N(CC(=O)Nc1cc(C(F)(F)F)ccc1N1CCOCC1)C2=O (stereo unspecified),23%,-10%,·,5,-15%,10%,1%,-3%,-7%
COc1cc(-c2noc(C)c2C#CC2(O)CCCCC2)cc(OC)c1OC,-12%,1%,·,0,-3%,51%[activator],-1%,-3%,0%
O=C(c1ccccc1)c1ccc(Oc2ncccn2)cc1,15%[56.9 µM],8%,-2%[59 µM],-3,-19%[57.1 µM],36%,0%,-2%,-3%
COC(=O)C1CCN(CC(=O)NC(=O)NC2CCCCC2)CC1,-3%,·,-8%,-1,3%,37%,0%,2%,-3%
COC(=O)C(Cc1ccccc1)NC(=O)c1cc(S(=O)(=O)N(C)C)ccc1Cl (stereo unspecified),-18%,1%,11%,1,0%,19%,-1%,-1%,19%
COc1ccc(-c2nc(C(N)=O)c3[nH]c(=O)n(-c4ccccc4OC)c3n2)c(OC)c1,26%,-23%,-41%,-10,-11%,27%,15%,6%,20%
COc1ccc(-c2c(C)[nH]n3c(=O)c(Cc4ccccc4)c(C)nc23)cc1,3%,-6%,?,3,-6%,35%,-3%,1%,-12%
Cn1c(SCc2cc(=O)n3cc(Br)ccc3n2)nnc1C1COc2ccccc2O1 (stereo unspecified),-10%,?,-18%[59 µM],-3,50µM*,30%,-14%,0%,?
Cn1cc(C(N)=O)c2ccccc21,7%,?,3%,1,-3%,12%,1%,-2%,-6%
Cc1nccc(-c2ccc(-n3c(C)ccc3C)cc2)n1,-3%,-18%,5%[12.7 µM],1,-21%,34%,11%,-4%,2%
CCOC(=O)C1(Cc2ccc(OC)cc2)CCN(C(=O)CN2CCCCC2=O)CC1,25%,6%,3%,0,-1%,8%,1%,-9%,6%
CC(C)NC(=O)CN1CCN(C(=O)c2ccc3oc(CCCc4ccccc4)nc3c2)CC1,17%,-8%,·,1,-3%,17%,8%,-3%,168%[activator]
CC(=O)c1ccc2c3c(ccc(O)c13)CC2,6%,35µM*,45µM*,0,45µM*,?,53%[activator],·,-6%
CCCCSc1nc(C(=O)O)cc(=O)[nH]1,3%,-2%,40µM*,-1,40µM*,40%[activator],-2%,6%,-12%
O=C1NCCN(Cc2ccc(Cl)c(F)c2)C1CC(=O)N1CCCCO1 (stereo unspecified),3%,-11%,-2%[0.501 µM],-2,-8%,53%[activator],-3%,-1%,-26%

# BAZ2B inh, hit marks shown above
SMILES,RGS4 inh,BAZ2B inh,G9a inh,PI4K2A block,JMJD2A Tudor,HP1b chromo inh,GLS inh,ERG Ets-DNA blk,ALOX12 inh
CC(=O)c1ccc2c3c(ccc(O)c13)CC2,6%,35µM*,45µM*,0,45µM*,?,53%[activator],·,-6%

# A portion of the library (hit frequency here may not be typical).
